Screening results deposited in PubChem by NCI.
NCI-60 one-dose screen, 48 h, at 10 µM unless noted. Numbers give growth in % (100 = growth as untreated, 0 = no growth, -100 = all killed).
MOLT-4: MOLT-4 leukemia cells. 80,000 compounds, 6.9% hits
MDA-MB-435: MDA-MB-435 melanoma | AID 1794794 | 82,000 compounds, 7.8% hits
MCF7: MCF7 breast cancer | 82,000 compounds, 6.3% hits | AID 1794796
MDA-MB-231: MDA-MB-231 breast cancer. AID 1794789. 81,000 compounds, 5% hits
MDA-MB-468: MDA-MB-468 breast cancer; AID 2202374; 78,000 compounds, 8.5% hits
SR: SR leukemia cells | 73,000 compounds, 8.7% hits
BT-549: BT-549 breast cancer | 78,000 compounds, 4.4% hits | AID 1794793
K-562: K-562 leukemia | 78,000 compounds, 7.4% hits | AID 1794777
* marks the source's active call; other numbers are inactive results. Rule for the calls: active = growth percent below 10; inactive = the rest.

How did COc1ccc(-c2nc3ccccn3c2/C=C2/C(=O)Nc3ccccc32)cc1 do in these assays?
MOLT-4: 79; MDA-MB-435: 101; MCF7: 92; MDA-MB-231: 85; MDA-MB-468: 101; BT-549: 94; K-562: 88

How did COc1cc(C=O)c([N+](=O)[O-])cc1O do in these assays?
MOLT-4: 98; MDA-MB-435: 109; MCF7: 97; MDA-MB-231: 105; MDA-MB-468: 106; SR: 99; BT-549: 90; K-562: 98

How did COc1ccc2c(c1)C(C)Cc1c(Cl)ncnc1N2C (centres undefined) do in these assays?
MOLT-4: 1.6*; MDA-MB-435: -25*; MCF7: 1.2*; MDA-MB-231: -45*; MDA-MB-468: -48*; SR: -2.1*; K-562: 9.2*

What do the screens show for `O=C(NNc1nccc(Nc2ccc(S(=O)(=O)Nc3ccncc3)cc2)n1)c1ccc([N+](=O)[O-])cc1`?
MOLT-4: 99; MDA-MB-435: 105; MCF7: 96; MDA-MB-231: 102; MDA-MB-468: 93; SR: 88; BT-549: 114; K-562: 108

What do the screens show for `CCN(CC)Cc1nc2ccccc2c(=O)n1/N=C/c1ccc(Cl)cc1`?
MOLT-4: 102; MDA-MB-435: 104; MCF7: 97; MDA-MB-231: 105; MDA-MB-468: 108; SR: 102; BT-549: 111; K-562: 104

Results for N#Cc1ccc(-c2nn(-c3ccc(C(=O)O)cc3)cc2CNc2ccc(Br)cc2)cc1 ?
MOLT-4: 52; MDA-MB-435: 62; MCF7: 47; MDA-MB-231: 81; MDA-MB-468: 83; SR: 68; BT-549: 39; K-562: 54

How did CCN(CC)S(=O)(=O)c1ccc(OC)c(N)c1 do in these assays?
MOLT-4: 108; MDA-MB-435: 103; MDA-MB-231: 102; MDA-MB-468: 90; SR: 100; BT-549: 103; K-562: 114

What do the screens show for `O=C1/C(=C/c2ccncc2)Nc2cc3c(cc21)OCO3`?
MOLT-4: 99; MDA-MB-435: 94; MCF7: 93; MDA-MB-231: 91; MDA-MB-468: 85; BT-549: 99; K-562: 98

Results for COC(=O)[C@H](Cc1ccccc1)NC(=O)[C@@H](CC(C)C)N1CC=CCN(Cc2ccccc2)S1(=O)=O ?
MOLT-4: 99; MDA-MB-435: 102; MDA-MB-231: 95; MDA-MB-468: 92; SR: 95; BT-549: 106; K-562: 105

What do the screens show for `Cc1cc(NC(=O)/C(Cl)=C(\Cl)C(=O)O)c([N+](=O)[O-])cc1C`?
MOLT-4: 110; MDA-MB-435: 95; MCF7: 98; MDA-MB-231: 100; MDA-MB-468: 107; SR: 97; BT-549: 101; K-562: 104

What do the screens show for `Cc1cc(Nc2nc(O)c(/C=C3\C=Nc4ccccc43)s2)no1`?
MOLT-4: 116; MDA-MB-435: 110; MCF7: 91; MDA-MB-231: 99; MDA-MB-468: 110; SR: 118; BT-549: 108; K-562: 104

How did Cn1c(NCCc2ccc(O)c(O)c2)nc2c1c(=O)n(Cc1ccc(Br)cc1)c(=O)n2C do in these assays?
MOLT-4: 29; MDA-MB-435: 79; MCF7: 80; MDA-MB-231: 69; MDA-MB-468: 43; SR: 62; BT-549: 73; K-562: 81

Results for O=C(Nc1cccc2cccnc12)c1ccc(N2C(=O)CCS2(=O)=O)cc1 ?
MOLT-4: 105; MDA-MB-435: 103; MCF7: 95; MDA-MB-231: 122; MDA-MB-468: 96; SR: 86; BT-549: 96

Results for O=C(CSc1nc2ccccc2c(=O)n1-c1ccccc1)c1cc2cc(O)ccc2oc1=O ?
MOLT-4: 88; MDA-MB-435: 105; MCF7: 115; MDA-MB-231: 95; MDA-MB-468: 104; SR: 102; BT-549: 92; K-562: 101

What do the screens show for `COc1cc(C(=O)N2CCN(c3ccccc3OC)CC2)c(NC(=O)c2cnccn2)cc1OCc1ccccc1`?
MOLT-4: 52; MDA-MB-435: 95; MCF7: 109; MDA-MB-231: 73; SR: 61; BT-549: 98; K-562: 11

How did Cn1c(=O)c(C#N)c(-c2ccco2)n2c(SCC(=O)c3ccccc3)nnc12 do in these assays?
MOLT-4: 87; MDA-MB-435: 99; MCF7: 70; MDA-MB-231: 111; MDA-MB-468: 86; SR: 91; BT-549: 111; K-562: 115

Results for O=C1N(Cc2ccccc2)c2ccccc2[C@]12Oc1ccccc1[C@H]1CC(c3ccc(F)cc3)=NN12 ?
MOLT-4: 72; MDA-MB-435: 100; MCF7: 82; MDA-MB-231: 82; MDA-MB-468: 79; BT-549: 106; K-562: 82

What do the screens show for `C=C[C@@]1(C)CC(=O)[C@@]2(O)[C@](C)(O1)[C@@H](OC(C)=O)[C@@H](O)C1C(C)(C)CC[C@H](O)[C@@]12C` (some centres undefined)?
MOLT-4: 86; MDA-MB-435: 110; MDA-MB-231: 65; MDA-MB-468: 92; BT-549: 67; K-562: 108

How did O=c1oc2c(O)cccc2c2ccccc12 do in these assays?
MOLT-4: 126; MDA-MB-435: 108; MCF7: 81; MDA-MB-231: 86; MDA-MB-468: 85; SR: 82; BT-549: 123; K-562: 103

How did CN(C)c1ccc(-c2c(C#N)c(N)nn2C(=O)c2ccc(NC(=O)c3ccccn3)cc2)cc1 do in these assays?
MOLT-4: 99; MDA-MB-435: 98; MCF7: 92; MDA-MB-231: 108; MDA-MB-468: 119; SR: 99; BT-549: 98; K-562: 67

How did O=C(COc1ccc2c(c1)CCCC(=O)N2)NCc1ccccc1 do in these assays?
MOLT-4: 81; MDA-MB-435: 3.4*; MCF7: 59; MDA-MB-231: 82; MDA-MB-468: 29; SR: 28; BT-549: 104; K-562: 43

Results for CCC(CC)SC(CC)CC ?
MOLT-4: 99; MDA-MB-435: 110; MCF7: 97; MDA-MB-231: 119; MDA-MB-468: 114; SR: 106; BT-549: 115; K-562: 100

Results for CCCC(O)C(F)(F)Cl (centres undefined) ?
MOLT-4: 92; MDA-MB-435: 110; MCF7: 100; MDA-MB-231: 107; MDA-MB-468: 99; SR: 87; BT-549: 97; K-562: 99

Results for O=[N+]([O-])c1ccc(C2=NCCO2)cc1 ?
MOLT-4: 109; MDA-MB-435: 100; MCF7: 101; MDA-MB-231: 136; MDA-MB-468: 93; SR: 111; BT-549: 98; K-562: 112

How did Cn1ccnc1C(=O)/C=C/c1ccc(C(=O)Nc2nc3ccccc3[nH]2)cc1 do in these assays?
MOLT-4: 45; MDA-MB-435: 19; MCF7: 19; MDA-MB-231: 19; MDA-MB-468: -3.5*; SR: 11; BT-549: 5.0*; K-562: 2.2*

What do the screens show for `CC(=O)n1nc(C(=O)OCCC(C)C)c2cc3c(cc21)OCO3`?
MOLT-4: 82; MDA-MB-435: 105; MCF7: 96; MDA-MB-231: 96; MDA-MB-468: 101; SR: 85; BT-549: 91; K-562: 100

How did O=Cc1cc([N+](=O)[O-])no1 do in these assays?
MOLT-4: 111; MDA-MB-435: 101; MCF7: 94; MDA-MB-231: 110; MDA-MB-468: 96; SR: 96; BT-549: 110; K-562: 97

What do the screens show for `CN(Cc1ccccc1)C(=O)C(=O)c1c[nH]c2ccccc12`?
MOLT-4: 102; MDA-MB-435: 111; MCF7: 100; MDA-MB-231: 105; MDA-MB-468: 98; SR: 92; BT-549: 99; K-562: 98

What do the screens show for `O=C(NCCN1CCCC1)c1ccc(-c2nc3ccc4[nH]ncc4c3c3c2CCCC3)cc1`?
MOLT-4: -26*; MDA-MB-435: 12; MCF7: -9.5*; MDA-MB-231: -2.5*; MDA-MB-468: -44*; SR: -24*; BT-549: -33*; K-562: 0.5*

Results for Cc1ccc(OCCn2ccc(=O)n(CCOc3ccc(Cl)cc3C(=O)c3cc(C)cc(C)c3)c2=O)cc1 ?
MOLT-4: 19; MDA-MB-435: -3.9*; MCF7: 22; MDA-MB-231: 47; MDA-MB-468: -0.2*; SR: 20; BT-549: 55; K-562: 13

Results for NS(=O)(=O)c1ccc(-n2ncc3c(NNC(=S)Nc4ccccc4)ncnc32)cc1 ?
MOLT-4: 95; MDA-MB-435: 108; MCF7: 109; MDA-MB-231: 90; BT-549: 108; K-562: 84

How did CCOC(=O)c1ccc(-n2nc(C(=O)NCCCCCC(=O)O)nc2-c2ccccc2)cc1 do in these assays?
MOLT-4: 110; MDA-MB-435: 98; MCF7: 98; MDA-MB-231: 111; MDA-MB-468: 105; SR: 118; BT-549: 99

How did CCOC(=O)c1ccc(Nc2sc(C(=O)c3cccc([N+](=O)[O-])c3)c(N)c2C#N)cc1 do in these assays?
MOLT-4: 24; MDA-MB-435: -2.0*; MCF7: 7.4*; MDA-MB-231: 46; MDA-MB-468: 4.2*; SR: -28*; BT-549: 53; K-562: 16

Results for O=C(O)c1ccccc1C(=O)Nc1ccccc1[N+](=O)[O-] ?
MOLT-4: 103; MDA-MB-435: 109; MCF7: 95; MDA-MB-231: 108; MDA-MB-468: 101; SR: 104; BT-549: 122; K-562: 108

What do the screens show for `CCCn1c(=O)c2[nH]c(-c3ccc(OCc4nc5ccc(C(F)(F)F)cc5[nH]4)cc3)nc2n(CCC)c1=O`?
MOLT-4: 11; MDA-MB-435: 63; MCF7: 28; MDA-MB-231: 11; MDA-MB-468: 31; SR: 25; BT-549: 42; K-562: 35

Results for CN(C)CC(=O)Nc1nc(-c2cccc(NS(=O)(=O)c3cccc4c(N(C)C)cccc34)c2)cs1 ?
MOLT-4: 80; MDA-MB-435: 99; MCF7: 68; MDA-MB-231: 84; MDA-MB-468: 62; SR: 75; BT-549: 88; K-562: 65

Results for CC(C)c1ccc(C(=O)Nc2nc3ccc(O)cc3s2)cc1 ?
MOLT-4: 14; MDA-MB-435: 22; MCF7: 9.0*; MDA-MB-231: 73; MDA-MB-468: 2.9*; SR: 17; BT-549: 55; K-562: -2.0*

Results for C=C1CCC(C(=O)CC)Cc2nc(C)ccc21 (centres undefined) ?
MOLT-4: 93; MDA-MB-435: 103; MCF7: 93; MDA-MB-231: 107; MDA-MB-468: 85; SR: 100; BT-549: 100; K-562: 97

How did CCCCOC(=O)c1ccccc1O do in these assays?
MOLT-4: 117; MDA-MB-435: 97; MCF7: 98; MDA-MB-231: 104; MDA-MB-468: 96; SR: 154; BT-549: 109; K-562: 131

Results for CCOC(=O)Nc1ccc(C(C)=O)cc1 ?
MOLT-4: 118; MDA-MB-435: 101; MCF7: 96; MDA-MB-231: 104; MDA-MB-468: 105; SR: 109; BT-549: 108; K-562: 104

Results for COc1cc(/C=C/C(=O)c2c(C)n([O-])c3ccccc3[n+]2=O)cc(OC)c1OC ?
MOLT-4: -65*; MDA-MB-435: 46; MCF7: 21; MDA-MB-231: 79; BT-549: 27; K-562: 22

Results for O=c1cc(-c2ccccc2)nc2sc(-c3c[nH]c4ccc(Cl)cc34)nn12 ?
MDA-MB-435: 87; MCF7: 55; MDA-MB-231: 69; MDA-MB-468: 77; BT-549: 68

Results for Nc1nc(Nc2ccc(F)cc2)nn1C(=O)c1cc(Cl)ccc1Cl ?
MOLT-4: 75; MDA-MB-435: 89; MCF7: 49; MDA-MB-231: 88; MDA-MB-468: 61; SR: 38; BT-549: 80; K-562: 97

What do the screens show for `O=C(O)c1cc(Cl)c2ccccc2c1O`?
MOLT-4: 93; MDA-MB-435: 103; MCF7: 99; MDA-MB-231: 91; MDA-MB-468: 115; SR: 81; BT-549: 335; K-562: 105

Results for COc1cc([C@@H]2c3cc4c(cc3C(Br)[C@H]3COC(=O)[C@H]23)OCO4)cc(OC)c1OC (some centres undefined) ?
MDA-MB-435: -42*; MCF7: -10*; MDA-MB-231: -5.5*; MDA-MB-468: -49*; BT-549: -13*

Results for CCC(/C=N/NC(=O)c1ccc([N+](=O)[O-])cc1)CC ?
MOLT-4: 100; MDA-MB-435: 99; MCF7: 95; MDA-MB-231: 102; MDA-MB-468: 80; SR: 101; K-562: 108

How did CCN(CC)C1N=C(C)Nc2c1sc(=O)n2-c1ccc(OC)cc1OC (centres undefined) do in these assays?
MOLT-4: 88; MDA-MB-435: 105; MCF7: 87; MDA-MB-231: 80; MDA-MB-468: 70; BT-549: 85; K-562: 67

Results for CCNC(N(C)C)=[N+](C)C ?
MOLT-4: 126; MDA-MB-435: 113; MCF7: 97; MDA-MB-231: 98; MDA-MB-468: 125; SR: 47; K-562: 121

How did Cc1cc(Oc2c(C)cccc2C)cc(C)c1O do in these assays?
MOLT-4: 114; MDA-MB-435: 99; MCF7: 103; MDA-MB-231: 113; MDA-MB-468: 108; BT-549: 107; K-562: 102

What do the screens show for `C/C(=C\CCc1ccoc1)CC/C=C(\C)CCCCCC/C(C)=C/CC/C(C)=C/CCc1ccoc1`?
MOLT-4: 105; MDA-MB-435: 98; MCF7: 106; MDA-MB-231: 99; MDA-MB-468: 100; SR: 103; BT-549: 107; K-562: 111

Entries listed so far with an NH in an aromatic ring, in the order listed:
How did Cn1ccnc1C(=O)/C=C/c1ccc(C(=O)Nc2nc3ccccc3[nH]2)cc1 do in these assays?
MOLT-4: 45; MDA-MB-435: 19; MCF7: 19; MDA-MB-231: 19; MDA-MB-468: -3.5*; SR: 11; BT-549: 5.0*; K-562: 2.2*

What do the screens show for `CN(Cc1ccccc1)C(=O)C(=O)c1c[nH]c2ccccc12`?
MOLT-4: 102; MDA-MB-435: 111; MCF7: 100; MDA-MB-231: 105; MDA-MB-468: 98; SR: 92; BT-549: 99; K-562: 98

What do the screens show for `O=C(NCCN1CCCC1)c1ccc(-c2nc3ccc4[nH]ncc4c3c3c2CCCC3)cc1`?
MOLT-4: -26*; MDA-MB-435: 12; MCF7: -9.5*; MDA-MB-231: -2.5*; MDA-MB-468: -44*; SR: -24*; BT-549: -33*; K-562: 0.5*

What do the screens show for `CCCn1c(=O)c2[nH]c(-c3ccc(OCc4nc5ccc(C(F)(F)F)cc5[nH]4)cc3)nc2n(CCC)c1=O`?
MOLT-4: 11; MDA-MB-435: 63; MCF7: 28; MDA-MB-231: 11; MDA-MB-468: 31; SR: 25; BT-549: 42; K-562: 35

Results for O=c1cc(-c2ccccc2)nc2sc(-c3c[nH]c4ccc(Cl)cc34)nn12 ?
MDA-MB-435: 87; MCF7: 55; MDA-MB-231: 69; MDA-MB-468: 77; BT-549: 68
